Screening data: PubChem, several laboratories
CAL PDZ FP-1: untagged CAL PDZ binding inhibitors, primary screen, biochemical, fluorescence polarization, HTS | 0.92% of 300,000 active | inhibition, % at 24.9 µM | AID 602252, 2012 | purified CAL PDZ, TMR-peptide fluorescence polarization, 1 h | Golgi-associated PDZ and coiled-coil motif-containing protein (Homo sapiens), Q9HD26;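 active = mean inhibition of at least 30% with at least half of replicates also reaching 30%; inconclusive = no clear call, values can overlap the other calls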;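 also: 0% = DMSO neutral control and 100% = excess unlabeled competitor peptide PRC23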
V-ATPase pHluor: regulators of yeast V-ATPase proton pumping, primary screen, pHLuorin cytosolic pH fluorescence; response, % at 10 µM; S. cerevisiae; AID 504577, 2011; 0.37% of 350,000 active; in the data active = response mostly above about 7.3%, no sharp cut-off; inactive = mostly below about 5.4%; also: actives read high; inactives centre near 0; some compounds called inactive have numbers as strong as hits
CAL PDZ FP-2: CAL PDZ peptide-binding inhibitors, primary screen, biochemical, fluorescence polarization, Cer-tagged CAL PDZ, HTS. Golgi-associated PDZ and coiled-coil motif-containing protein (Homo sapiens), Q9HD26. purified CAL PDZ, TMR-peptide fluorescence polarization, 1 h. inhibition, % at 20 µM. 0.02% of 330,000 active. AID 504414, 2011;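 active = highest replicate inhibition of at least 40%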;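 also: plate controls were DMSO neutral control wells for no effect and unlabeled competitor peptide control wells for full effect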
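Test system: purified CerCALP PDZ construct; Compound dosing: one concentration, 20 µM compound; Also added: TMR-labelled reporter peptide T*-PRC34 bound in PDZ groove; Read-out: inhibition from polarization loss; Controls: unlabelled peptide and DMSO controls; Signal: FP readout, S and P plane fluorescence; Incubation: 1 h at RT.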
Tat transport: E. coli Tat export inhibitors, primary screen, MC4100, TorA-mCherry reporter, fluorescence, single point; AID 488895, 2010; 0.036% of 340,000 active; inhibition, % at 10 µM;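 active = mean replicate inhibition at least 50% and at least half of replicates individually reaching 50%; inconclusive = only one of the two criteria met; inactive = neither criterion met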;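 also: exported cargo escapes ClpAP degradation while cytoplasmic cargo is degraded and loses fluorescence; 0% = median of neutral control wells and 100% = median of NaSCN control wells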
Rtt109 Vps75: inhibitors of C. albicans Rtt109/Vps75 HAT, primary screen, biochemical, ThioGlo CoA-SH fluorescence, plate reader | Histone acetyltransferase RTT109 (Candida albicans (strain SC5314 / ATCC MYA-2876)), … | purified Rtt109/Vps75, 4 h | inhibition, % at 34.9 µM | 0.16% of 330,000 active | AID 540336, 2011;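 active = inhibition of at least 50% in every replicate; inconclusive = best replicate reaches 50% inhibition but some replicates fall short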
Target sequence (Q5AAJ8 whole entry, looked up): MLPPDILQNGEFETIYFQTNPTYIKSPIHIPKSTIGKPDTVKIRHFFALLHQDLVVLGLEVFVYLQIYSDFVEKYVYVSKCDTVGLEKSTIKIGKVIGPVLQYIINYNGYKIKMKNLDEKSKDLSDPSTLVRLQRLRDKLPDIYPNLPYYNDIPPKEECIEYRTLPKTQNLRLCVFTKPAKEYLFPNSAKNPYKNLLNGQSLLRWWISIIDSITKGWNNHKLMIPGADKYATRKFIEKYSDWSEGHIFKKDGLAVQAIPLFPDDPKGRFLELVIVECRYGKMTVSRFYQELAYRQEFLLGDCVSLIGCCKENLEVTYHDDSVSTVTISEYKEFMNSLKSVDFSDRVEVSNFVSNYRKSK
RTF Ca sens act: cardiac RTF calcium sensitivity activators, primary screen, biochemical, IANBD-TnC fluorescence, EC20 calcium | IANBD-labeled TnC RTF fluorescence at EC20 calcium; 0% EC20 calcium, 100% full calcium | activation, % at 7.2 µM | 0.24% of 340,000 active | AID 493008, 2010;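 active = activation above the mean over all tested compounds plus 3 SD, cut at about 30% in these data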;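 also: rise in fluorescence read as greater calcium sensitivity of cardiac thin filaments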
CDK5 inh: inhibitors of human CDK5/p35 kinase, primary screen, biochemical, single concentration; inhibition, % at 10 µM; 0.01% of 330,000 active; Recombinant CDK5/p35, ADP-Glo luminescence, 60 min; AID 488839, 2010; Cyclin-dependent kinase 5 (Homo sapiens) + Cyclin-dependent kinase 5 activator 1 (Homo …;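 active = highest replicate inhibition of at least 50% and at least 75% of replicates reaching 50%; inconclusive = only one of the two criteria met; inactive = both criteria failed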;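 also: plate controls were DMSO neutral control for no effect and GW8510 at 10 µM for full effect; many of its hits are not listed in these tables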
MITF TRPM1 HTS: activators of MITF-driven TRPM1 promoter reporter, primary screen, cell-based, SK-MEL-5, luciferase, single point. SK-MEL-5 TRPM1-promoter luciferase, 24 h; % of positive control, neutral wells = 0. 0.75% of 300,000 active. activation, % at 12.5 µM. AID 588334, 2011;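 active = mean activation of at least 80% with every replicate also reaching 80%; inconclusive = mean reaches 80% but some replicate falls short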;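 also: 0% = neutral control wells and 100% = parthenolide positive control wells; values of inactives mirror those of a sister screen read the other way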
Wnt act: Wnt/beta-catenin pathway activators, primary screen, cell-based, plate reader, single point; Wnt/beta-catenin reporter cell assay, activator; activation, % at 9.35 µM; 1.2% of 300,000 active; AID 743398, 2014; in the data active = activation above about 30%, passing the limit was not always enough; inconclusive = no clear call, values can overlap the other calls;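 also: 0% = neutral control wells and 100% = positive control wells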
dFosB act: activators of delta FosB homodimer, primary screen, biochemical, fluorescence polarization, TAMRA-CDK5 oligo, single point. Protein FosB (Mus musculus), P13346. 0.99% of 340,000 active. AID 493131, 2011. activation, % at 25 µM. purified delta FosB; percent of positive-control signal above neutral wells;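 active = mean activation above about 17%, with every replicate also reaching it, limit read from the data, passing the limit was not always enough; inconclusive = only one of the two conditions met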;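 also: fluorescence polarization rise as delta FosB binds a TAMRA Cdk5 AP-1 oligo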
Target sequence (P13346 whole entry, looked up): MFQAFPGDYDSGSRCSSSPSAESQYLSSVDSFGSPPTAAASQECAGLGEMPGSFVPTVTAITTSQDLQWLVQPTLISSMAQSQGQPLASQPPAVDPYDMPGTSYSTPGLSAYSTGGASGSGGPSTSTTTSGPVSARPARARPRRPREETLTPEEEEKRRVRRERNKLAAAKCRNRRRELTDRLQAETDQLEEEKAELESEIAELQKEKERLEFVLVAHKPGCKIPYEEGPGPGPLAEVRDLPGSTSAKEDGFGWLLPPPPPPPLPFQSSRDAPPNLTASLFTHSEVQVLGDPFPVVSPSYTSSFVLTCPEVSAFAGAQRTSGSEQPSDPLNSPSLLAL
Numbers without * were called inactive; ? = inconclusive; . = not tested or not shown.

Sample of the layout (3 entries):
SMILES | CAL PDZ FP-1 | V-ATPase pHluor | CAL PDZ FP-2 | Tat transport | Rtt109 Vps75 | RTF Ca sens act | CDK5 inh | MITF TRPM1 HTS | Wnt act | dFosB act
O=C(CCCC(=O)OCC(Cl)=C(Cl)Cl)Nc1ccccc1F | -2 | -2 | -2.6 | 4 | 19 | -4 | -0.8 | 5 | 0 | 2
COc1cc(NC(=O)Cn2c(C)cc3ccccc3c2=O)cc(OC)c1OC | 1 | -2 | -1.1 | 2 | -2 | -5 | -1.5 | 8 | 2 | -7
c1ccc(COc2ncnc3c2ncn3CCCNCCN2CCOCC2)cc1 | 8 | -2 | 0.6 | -13 | -2 | -1 | 0.7 | 4 | -2 | -4

Main list (from the top)
SMILES | CAL PDZ FP-1 | V-ATPase pHluor | CAL PDZ FP-2 | Tat transport | Rtt109 Vps75 | RTF Ca sens act | CDK5 inh | MITF TRPM1 HTS | Wnt act | dFosB act
O=C(CCCC(=O)OCC(Cl)=C(Cl)Cl)Nc1ccccc1F | -2 | -2 | -2.6 | 4 | 19 | -4 | -0.8 | 5 | 0 | 2
COc1cc(NC(=O)Cn2c(C)cc3ccccc3c2=O)cc(OC)c1OC | 1 | -2 | -1.1 | 2 | -2 | -5 | -1.5 | 8 | 2 | -7
c1ccc(COc2ncnc3c2ncn3CCCNCCN2CCOCC2)cc1 | 8 | -2 | 0.6 | -13 | -2 | -1 | 0.7 | 4 | -2 | -4
Cc1onc(-c2ccccc2)c1C(=O)N(C)CCc1ccccn1 | 1 | -2 | -1.7 | 9 | -3 | -8 | 1.4 | -7 | 1 | -2
Cc1ccc(CN2CCN(Cc3nc4c(s3)CCCC4)CC2CCO)cc1 (stereo unspecified) | 0 | 2 | -2.9 | 1 | 2 | 1 | 0.1 | -1 | -1 | -7
O=C1/C(=C/c2cccnc2)Oc2cc(OS(=O)(=O)c3ccc(F)cc3)ccc21 | -2 | 0 | . | 3 | -12 | -1 | 0.9 | -4 | -2 | -7
CCOC(=O)CC(=O)CSc1ccc2nnc(-c3cccc(F)c3)n2n1 | -5 | -1 | -1.9 | -1 | 2 | 3 | -0.6 | 1 | . | -11
COC(=O)c1ccc(CSc2nnc3n(Cc4ccccc4OC)c(=O)c4ccccc4n23)o1 | 2 | -5 | -1.3 | -3 | -10 | 4 | 1.6 | 3 | -4 | -16
O=C(Nc1ccc2c(c1)OCCO2)C(=O)c1c[nH]c2ccccc12 | -3 | 4 | -4.1 | -3 | -9 | -2 | 0.5 | 36 | 1 | 3
CC(C)C(=O)Nc1ccc(NC(=O)c2cccs2)cn1 | -2 | -4 | -2.1 | 1 | . | 3 | -0.1 | 78 | 19 | -8
COC(=O)c1ccccc1S(=O)(=O)Nc1ccc(OC)nc1 | -1 | 2 | 0.7 | 5 | 9 | 12 | 1.8 | 8 | . | 1
CCOC(=O)/C(C#N)=N\Nc1cc(Cl)ccc1OC | 2 | 1 | -1.4 | 6 | -5 | 26 | -0.1 | . | -1 | -3
O=C(CN1C(=O)C2CC=CCC2C1=O)OCc1cc(=O)n2cc(Br)ccc2n1 (stereo unspecified) | 0 | 4 | 0.1 | 10 | -10 | 0 | 0.2 | 5 | -3 | -1
Clc1cccc(Nc2ncnc3ccc(Br)cc23)c1 | -2 | -1 | -5.1 | 4 | 4 | 2 | -0.5 | -7 | -9 | -38
CC(CC(=O)Nc1ccc(F)cc1)S(=O)(=O)c1ccc2c(c1)NC(=O)CO2 (stereo unspecified) | 1 | 2 | -2.5 | -7 | -6 | -1 | -1.0 | 7 | -1 | -2
CCOCCCNS(=O)(=O)c1ccc(Br)cc1 | -2 | -8 | -1.0 | ? | 8 | 6 | -0.2 | . | 4 | 2
COCCCn1cnnc1SCc1nc2sc(C(C)=O)c(C)c2c(=O)[nH]1 | -3 | -4 | -2.5 | -1 | -5 | 3 | 1.8 | -1 | -2 | -6
COc1ccc2[nH]cc(/C=C(/C#N)S(=O)(=O)c3ccccc3)c2c1 | -4 | -4 | -2.0 | 0 | 6 | 5 | -0.5 | 6 | -3 | 8
COC(=O)C1CSc2[nH]c(=O)sc2C1c1ccc(O)c(OC)c1 (stereo unspecified) | -2 | 0 | -0.6 | 5 | -1 | 5 | 1.1 | -7 | . | -2
Cc1ccc(-n2cc(CNCCN3CCOC3=O)c(-c3ccc(F)cc3)n2)cc1 | 2 | -1 | -0.3 | -1 | 9 | -4 | -1.9 | 10 | 0 | -7
O=c1c2ccccc2nc(-c2ccoc2)n1CCc1ccccc1 | -1 | 6 | -2.6 | 11 | -4 | -3 | -0.9 | 11 | 0 | -19
COCCn1c(SCC(=O)NC2(C#N)CCCCC2)nc2ccccc2c1=O | -1 | -2 | -2.4 | 1 | 6 | 2 | -2.5 | -6 | 0 | -9
O=C(Nc1cccc(F)c1)N1CC=C(c2ccc(Cl)cc2)CC1 | -2 | 0 | -2.5 | -3 | -1 | -2 | -0.9 | 48 | . | -12
Cc1cc(C(=O)Nc2ccc(S(=O)(=O)N3CCOCC3)cc2)ccc1[N+](=O)[O-] | -3 | 6 | -1.2 | -6 | 5 | -3 | -1.0 | 14 | -1 | -5
CC1(C)SC(=S)N(/N=C/c2ccccc2)C1N(O)C(=O)Nc1ccc([N+](=O)[O-])cc1 (stereo unspecified) | -4 | 1 | 0.7 | -1 | -21 | 1 | 0.8 | 4 | -1 | 3
O=C(Nc1cccc([N+](=O)[O-])c1)c1ccn[nH]1 | -1 | 1 | 0.6 | -5 | -1 | -4 | 5.4 | 42 | 9 | 5
COc1ccc(/C=C/C(=O)NC(=S)NN2CCCCC2c2cccnc2)cc1 (stereo unspecified) | -2 | 1 | -2.6 | -5 | -4 | 6 | 0.9 | 3 | . | -5
CC1NC(=O)NC1CCCCCC(=O)NCCc1ccccc1 (stereo unspecified) | -1 | 3 | -2.1 | 7 | -5 | -3 | -0.7 | -4 | -1 | -11
O=C1c2ccccc2C(=O)N1CCCCN(C(=O)c1cc2ccccc2oc1=O)c1ccc(F)cc1F | -3 | -3 | -0.7 | 3 | -3 | -1 | -5.0 | -7 | . | -1
O=S(=O)(NCC1CCCO1)c1ccc(NS(=O)(=O)c2ccc(F)cc2)cc1 (stereo unspecified) | -1 | -4 | -0.8 | 2 | 4 | -1 | -1.9 | -11 | 2 | -4
COc1cc(CNCCc2ccccc2)ccc1OCc1ccc(Cl)nc1 | -3 | 2 | -2.4 | -2 | . | -3 | 2.1 | 17 | . | -3
COc1ccc(NC(=O)c2cc([N+](=O)[O-])nn2Cc2ccccc2)c(C)c1 | 0 | 0 | -0.2 | 10 | 6 | 0 | -1.0 | 15 | . | -10
Cc1ccc(S(=O)(=O)N(CC(=O)Nc2cccnc2)c2cccc(Br)c2)cc1 | -2 | -5 | -0.6 | 7 | 11 | -7 | -0.4 | -6 | 0 | -12
O=C(NCCSCc1ccccc1)c1cc(S(=O)(=O)N2CCOCC2)ccc1F | 0 | -3 | . | 6 | 9 | -7 | -1.3 | -5 | . | -12
CCn1nnnc1NCc1ccc(Cl)cc1 | -2 | 5 | -2.9 | -7 | 1 | 4 | 1.5 | . | -1 | -9
CCc1c(C(=O)Nc2cc(C)cc(C)c2)[nH]c(C)c1C(C)=O | -2 | -2 | -3.2 | -9 | 1 | 5 | -0.7 | . | 3 | -10
CCOC(=O)C1CCCN(C(=O)CN2C(=O)c3ccccc3S2(=O)=O)C1 (stereo unspecified) | -2 | 1 | -0.3 | 3 | -1 | 4 | 0.1 | -5 | -1 | -8
CC(C)(C)c1ccc(C(=O)NNC(=S)NCc2ccco2)cc1 | -1 | 2 | -0.3 | 15 | 13 | -4 | 0.9 | 0 | 1 | -1
COCc1cc(C)n(CC(=O)Nc2c(C)cccc2C)c(=O)c1C#N | -6 | -3 | -2.6 | -2 | -4 | 0 | -0.3 | 7 | -19 | -3
Cc1cc(C(=O)CCC(=O)NNC(=O)c2ccccc2O)c(C)s1 | 2 | -2 | -2.6 | -46 | 30 | -18 | 0.8 | 1 | -1 | -6
O=C(CCCn1c(SCc2cc(=O)n3cc(Cl)ccc3n2)nc2ccccc2c1=O)NCC1CCCO1 (stereo unspecified) | 3 | -2 | 0.0 | -3 | -3 | 1 | 1.2 | -3 | -1 | -8
O=C(CSCc1nc2ccccc2[nH]1)Nc1ccccc1 | -4 | -4 | . | 0 | 7 | -1 | 0.4 | -24 | . | 3
Cc1nc2ncnn2c(C)c1Cc1ccc(Cl)cc1F | . | -2 | -0.8 | 4 | 2 | -3 | 1.1 | . | -2 | -1
O=C(COC(=O)c1ccc(F)cc1)Nc1ccc(Cl)cn1 | 0 | 0 | 0.7 | -6 | -4 | -1 | -0.2 | -13 | 0 | 2
Cc1cc(-c2nnc(CCC(=O)NCCc3ccccc3F)o2)no1 | -1 | -1 | -2.4 | 4 | 31 | -3 | 0.8 | 4 | 4 | -7
S=C(Nc1ccccc1)c1ccccn1 | -3 | -1 | -1.1 | 7 | 7 | 0 | -0.6 | 15 | . | -3
COc1ccc(-c2csc(NC(=O)c3ccccc3C(=O)O)n2)cc1 | -4 | 0 | -2.1 | 4 | . | -9 | -2.1 | 4 | -5 | -5
CCOC(=O)C1=NN(C(=O)COc2ccccc2)C(O)(c2ccc(Cl)cc2)C1 (stereo unspecified) | -4 | -2 | -7.6 | -178 | -12 | -3 | -2.8 | -8 | -2 | -7
O=C1CN(C(=O)/C=C/c2ccc(Cl)cc2)c2ccccc2N1 | -7 | -1 | -1.1 | -5 | 56* | -1 | 0.8 | 20 | -2 | -14
Cc1cccc(-c2nnc(SC(C)C(=O)N3CCOCC3)o2)c1 (stereo unspecified) | 4 | 2 | -1.3 | 3 | 1 | 1 | 1.2 | 23 | 2 | -8
O=C(Cc1cn(Cc2cccc(Cl)c2)c2ccccc12)N1CCCCCC1 | -1 | -3 | -0.6 | 14 | -15 | 2 | 0.2 | -3 | -1 | -7
Cc1cccc(/C(N)=N/OC(=O)CCc2ccccc2)c1 | -1 | -3 | -3.0 | 3 | -12 | -8 | 2.4 | 62 | 7 | -1
COc1cccc(N2C(=O)Nc3ccccc3C2(O)C(=O)NCc2ccc3c(c2)OCO3)c1 (stereo unspecified) | -1 | 5 | 0.5 | -3 | 11 | 2 | -2.2 | -4 | . | -9
